Source: PubChem
rCAG binder – binds r(CAG) RNA repeats; r(CAG) RNA repeat, TO-PRO-1 dye displacement fluorescence; inhibition, % at 3 µM; 370,000 compounds, 1.3% hits;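 active = inhibition above the plate cutoff, the mean of all test compounds on that plate plus 3 SD, cut at about 35% in these data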;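 also: 0% = DMSO alone and 100% = 100 µM mitoxantrone as full dye displacement; higher means more dye released from RNA so lower well fluorescence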
TCR CD3 inh – inhibitors of human TCR-CD3 interaction; 360,000 compounds, 0.37% hits; AID 651800; inhibition, % at 9.4 µM; TAMRA-labeled TCR probe fluorescence, biochemical; in the data active = inhibition above about 19%;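 also: recombinant mutant TCR 2C K166C tagged with TAMRA read by polarization; 0% = receptor in buffer alone and 100% = receptor with positive control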
LEDGF integ inh – blocks HIV-1 LEDGF/p75-dependent DNA integration; TR-FRET IN-LEDGF/p75 DNA integration, Eu/Cy5; inhibition, % at 3.7 µM; 370,000 compounds, 0.64% hits; AID 743269;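 active = inhibition above the screen-wide mean plus 3 SD, cut at about 13% in these data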;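 also: signal is the Cy5 over europium emission ratio at 671 and 618 nm; 0% = plate median of compound wells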
MBD2 DNA inh – blocks human MBD2 binding to methylated DNA. Q9UBB5. 370,000 compounds, 0.31% hits. TR-FRET, MBD2 binding to methylated oligonucleotide. inhibition, % at 4.4 µM; in the data active = inhibition above about 13%
GC-B act – GC-B (human) receptor activation | 370,000 compounds, 0.11% hits | AID 1920062 | HEK293-GC-B cells, CNP EC30, cGMP TR-FRET; 0% at EC30 CNP, 100% saturating CNP | activation, % at 10 µM | P20594;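 active = activation at 10 µM reaching about 35% in either raw or pattern-adjusted values, limit read from the data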
Target sequence (P20594 whole entry, looked up): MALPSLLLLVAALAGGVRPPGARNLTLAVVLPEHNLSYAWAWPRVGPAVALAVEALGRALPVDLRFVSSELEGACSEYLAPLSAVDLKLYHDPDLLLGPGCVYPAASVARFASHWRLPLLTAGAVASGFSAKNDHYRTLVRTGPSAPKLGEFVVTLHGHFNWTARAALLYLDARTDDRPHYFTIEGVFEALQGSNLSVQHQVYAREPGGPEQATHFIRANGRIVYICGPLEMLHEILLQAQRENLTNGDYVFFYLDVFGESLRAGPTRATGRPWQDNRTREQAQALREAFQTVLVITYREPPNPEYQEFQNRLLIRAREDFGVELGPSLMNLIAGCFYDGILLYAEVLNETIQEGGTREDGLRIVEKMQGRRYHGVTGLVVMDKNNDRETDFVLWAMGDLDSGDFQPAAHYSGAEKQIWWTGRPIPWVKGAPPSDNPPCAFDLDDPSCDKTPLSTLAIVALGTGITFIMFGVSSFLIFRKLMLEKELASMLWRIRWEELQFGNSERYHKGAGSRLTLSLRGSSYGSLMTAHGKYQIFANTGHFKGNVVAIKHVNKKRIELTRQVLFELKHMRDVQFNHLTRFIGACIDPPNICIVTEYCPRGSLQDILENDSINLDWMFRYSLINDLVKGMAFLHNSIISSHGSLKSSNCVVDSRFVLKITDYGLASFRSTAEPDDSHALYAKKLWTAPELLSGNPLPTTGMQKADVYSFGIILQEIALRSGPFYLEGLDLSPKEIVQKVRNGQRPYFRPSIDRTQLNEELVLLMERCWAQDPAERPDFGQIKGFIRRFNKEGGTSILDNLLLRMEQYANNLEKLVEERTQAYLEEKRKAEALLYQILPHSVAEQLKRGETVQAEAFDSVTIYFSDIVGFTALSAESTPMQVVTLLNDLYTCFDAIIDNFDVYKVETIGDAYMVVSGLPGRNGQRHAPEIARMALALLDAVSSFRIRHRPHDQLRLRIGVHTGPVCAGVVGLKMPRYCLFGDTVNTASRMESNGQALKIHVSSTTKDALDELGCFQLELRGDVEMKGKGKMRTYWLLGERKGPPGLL
mABHD4 FP – inhibitors of mouse ABHD4. Q8VD66. purified mABHD4, FP-Rh probe fluorescence polarization. inhibition, % at 8.92 µM. 370,000 compounds, 0.54% hits. AID 720543;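 active = inhibition exceeding the mean over every tested compound plus 3 SD, cut at about 30% in these data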;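 also: 0% = plate median of compound wells and 100% = S159A mutant with DMSO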
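Test system: mouse ABHD4 enzyme, wild type. Reagent: FP-Rh fluorescent activity-based probe, added after compound pre-incubation. Timing: pre-incubation 45 min, probe exposure 60 min, at 25 °C. Technique: FP readout, ex 525 nm / em 598 nm. Benchmarks: high control S159A mutant with DMSO, low control median of compound wells.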
HTRA1 inh – inhibitors of human serine peptidase HTRA1. recombinant HTRA1, FP-rhodamine activity-based probe, fluorescence polarization. 340,000 compounds, 0.5% hits. Q92743. AID 504803. inhibition, % at 5.96 µM; in the data active = inhibition above about 36%;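 also: 0% = enzyme with DMSO and 100% = wells lacking enzyme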
PRMT1 inh – PRMT1 (human) inhibition, primary screen. Q99873. recombinant PRMT1, activity-based probe fluorescence polarization. inhibition, % at 2.79 µM. 370,000 compounds, 1.3% hits. AID 652257;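 active = inhibition above about 21% made by adding two undisclosed values, limit read from the data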
TDP2 inh – blocks human TDP2 phosphodiesterase activity; inhibition, % at 12.8 µM; 370,000 compounds, 0.34% hits; O95551; recombinant TDP2, T5PNP hydrolysis, p-nitrophenol absorbance 415 nm;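 active = inhibition above the mean of all tested compounds plus 3 SD, set per campaign, cut at about 25% in these data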;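 also: 0% = DMSO with enzyme and 100% = buffer with substrate but no TDP2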
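Incubation: 2 h at 37 °C; Test system: recombinant human TDP2; Quantity: enzyme 120 nM; Read-out basis: percent inhibition; Medium: 50 mM Tris-HCl pH 7.5 with Mg2+, KCl, DTT, BSA; Repeats: single replicate; Compound: 12.8 µM single point, 1% DMSO; Signal: epi absorbance; Reagent: 5 mM T5PNP chromogenic substrate; Benchmarks: no-enzyme high, DMSO-plus-enzyme low.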
SIAE primary – blocks human sialic acid acetylesterase | inhibition, % at 9.66 µM | 370,000 compounds, 0.69% hits | SIAE FP-Rh probe binding, fluorescence polarization | Q9HAT2 | AID 1053197;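 active = inhibition above a cutoff: mean of compounds within the control limits plus 3 SD of those, cut at about 17% in these data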;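 also: 0% = plate median of compound wells and 100% = probe without SIAE protein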
An asterisk follows results filed as active; / = not tested or not shown.

The line under a structure holds: rCAG binder	TCR CD3 inh	LEDGF integ inh	MBD2 DNA inh	GC-B act	mABHD4 FP	HTRA1 inh	PRMT1 inh	TDP2 inh	SIAE primary
CCC(=O)N1CCc2cc(S(=O)(=O)NCCC(=O)NC3CCCCCC3)ccc21
    -4	4	3	0	6	-6	7	-3	12	7
[N-]=[N+]=CC(=O)CNC(=O)[C@@H](Cc1ccccc1)N1C(=O)c2ccccc2C1=O
    0	6	-2	1	-2	6	4	0	12	4
CC(C(=O)Nc1ccc(S(=O)(=O)N2CCCC2)cc1)N1CCc2ccccc2C1 (stereo unspecified)
    4	5	-1	-8	0	4	-10	0	0	-8
CCCCCCN1N=C(C)C(C(=O)c2ccc(Cl)cc2)C1=O (stereo unspecified)
    7	7	5	-2	-4	0	-1	1	-2	8
CCCOc1ccc(OCCOCCNCc2ccccc2)cc1
    -5	1	2	0	5	6	6	-2	0	5
O=C(Cc1c(F)cccc1Cl)Nc1ccc(-n2cnnn2)cc1
    1	0	3	2	3	-5	7	0	-1	-4
COc1cc(C(=O)NNC(=S)NC(=O)c2ccc3c(c2)OCO3)cc(OC)c1OC
    18	1	8	-1	1	-3	/	-5	-9	12
Clc1cccc(C2Nc3cccc4cccc(c34)N2)c1
    11	-6	0	-2	-2	13	9	10	0	9
Cc1csc(=O)n1CCC(=O)OC(C)C(=O)Nc1ccc(N2CCOCC2)cc1 (stereo unspecified)
    4	-6	-3	3	-2	9	7	2	3	-1
CCOCc1nnc(NC(=O)C2CC(=O)N(CCc3ccc(F)cc3)C2)s1 (stereo unspecified)
    2	-3	-2	1	2	11	-1	4	6	9
CC1(c2cccc(Br)c2)NC(=O)N(CC(=O)NCCC2=CCCCC2)C1=O (stereo unspecified)
    0	-10	2	1	-3	-2	-5	2	1	7
CCOC(=O)[C@]12CCC=C1N(Cc1ccc3c(c1)OCO3)C(=O)[C@H](CC(=O)NCCCN1CCCC1=O)C2
    0	1	0	7	1	3	/	-3	-1	0
COc1ccccc1NC(=O)CN(Cc1ccco1)C(=O)c1cccs1
    7	9	0	-4	0	2	-6	1	3	-4
CCC1(c2ccc(F)cc2)NC(=O)N(CC(=O)N(C)C2CCS(=O)(=O)C2)C1=O (stereo unspecified)
    -1	-3	-3	0	7	-1	7	3	16	21*
O=C(Nc1ccc(O)cc1)N1CCOCC1
    -2	4	2	-4	0	7	-6	0	3	3
Nc1nnnn1/N=C/c1ccc(F)cc1
    1	1	-4	-3	2	1	1	-1	4	-2
Cn1c(=O)c2c(-c3ccccc3)n(-c3ccccc3O)cc2n(C)c1=O
    0	0	3	-12	0	2	3	1	5	6
COc1ccc(OC)c(S(=O)(=O)N2Cc3ccccc3CC2C(=O)Nc2nccs2)c1 (stereo unspecified)
    -2	5	2	-5	-19	2	5	-3	5	1
CCOc1ccccc1NC(=O)CC1Nc2ccccc2NC1=O (stereo unspecified)
    12	14	0	0	-1	-7	-2	0	-3	-6
Cn1ncc(C#N)c1NC(=O)C1CC(c2ccccc2Cl)=NO1 (stereo unspecified)
    3	1	0	6	-4	-3	/	-1	4	-2
CCCC#Cc1ccc2c(c1)O[C@@H](CN(C)Cc1ccc3c(c1)OCO3)[C@H](C)CN([C@@H](C)CO)S2(=O)=O
    9	-7	-5	12	-13	-17	-53	3	-9	-5
COc1ccc(CNC(=O)CN(C(=O)c2ccc(CN3CCOCC3)o2)C2CCCC2)cc1
    -7	-5	-1	-7	3	-5	12	-2	0	-3
O=C(NC1CCCCC1)c1ccc(S(=O)(=O)N2CCCC2)cc1
    -2	5	2	-2	-4	5	7	0	8	-2
CC1NC(=O)c2cccnc2-n2c1nc1ccccc1c2=O (stereo unspecified)
    3	0	4	-4	-1	4	2	-3	3	2
CC(=O)C1=C(O)C(=O)N(c2nnn(C)n2)C1c1cccs1 (stereo unspecified)
    4	-4	6	0	1	5	1	0	-8	-5
O=C(Nc1ccccc1)SC1CCCCC1
    1	-1	-1	6	5	-10	-20	5	3	0
COCCN(C(=O)Cc1cccs1)C(C(=O)NC1CCCC1)c1cc(OC)c(OC)c(OC)c1 (stereo unspecified)
    -5	6	6	1	-4	-7	3	-10	-10	-10
O=C(C1CCC(=O)N(C2CC2)C1)N(CCO)Cc1ccccc1 (stereo unspecified)
    -2	-1	-1	6	3	1	2	-1	1	-2
C[C@H]1CN([C@@H](C)CO)C(=O)CCCn2nncc2CO[C@H]1CN(C)C(=O)Nc1ccnc(N2CCOCC2)c1
    2	2	5	3	7	-10	1	-3	-12	-10
Cc1cccc(C)c1OCc1cc(C(=O)N(C)Cc2nc3ccccc3[nH]2)no1
    -4	-5	2	-1	1	-6	-8	-1	1	-4
Cc1ccc(S(=O)(=O)N2CCC(C(=O)OCC(=O)N(Cc3ccccc3)C(C)C)CC2)cc1C
    1	1	-3	0	3	-4	-14	6	6	6
C/C(=N\NC(=O)CSc1nnc(C)s1)c1ccc(O)cc1
    5	-6	0	-1	0	6	6	-1	-19	-6
O=c1[nH]c(SCc2cccc(Cl)c2)nc2[nH]ncc12
    1	3	-4	1	1	2	-7	1	-1	3
Cc1cc(Br)ccc1OCCCCNC(C)(C)C
    3	6	0	2	-9	15	-3	1	-5	-3
CC(C)CCn1cnc2c(cnn2-c2ccc(F)cc2)c1=O
    -7	9	-2	3	-3	0	1	-1	2	-1
CC(C)=CCC/C(C)=C/C(=O)O
    0	0	-4	0	4	-1	3	5	-4	4
COC(=O)c1cc2sc(Cl)cc2n1Cc1nc(-c2ccccc2)oc1C
    1	-4	0	0	-4	4	5	-1	8	-2
COc1cccc(CNC(=O)c2ccc(COc3ccccc3)cc2)c1
    2	3	-2	3	-2	-32	-40	3	3	-2
Oc1ccccc1N1CCN(c2ncccn2)CC1
    0	2	-3	-4	-1	2	7	1	3	5
O=C(CCCSc1nc2ccccc2[nH]1)NCc1ccccc1
    -2	11	-1	-1	-1	1	7	0	-6	-5
Cc1cc(NC(=O)c2cccnc2Cl)ccc1NC(=O)c1cc2ccccc2o1
    1	0	2	0	0	5	6	-2	-4	0
NC(=O)C1CCN(C(=O)c2ccc3c(=O)n(Cc4ccco4)c(SCc4ccc([N+](=O)[O-])cc4)nc3c2)CC1
    7	5	-2	5	3	6	-6	2	-5	-10
Clc1ccc(-c2nnc(-c3ccco3)o2)cc1
    4	0	0	1	-9	1	-7	1	3	-2
CCOC(=O)c1nc(C)[nH]c1C(=O)OCC
    1	-8	0	8	1	-3	5	1	1	5
Cc1nc(SCC(=O)N2CCOCC2)c2c(=O)n(C)c(=O)n(C)c2n1
    -2	-6	-6	11	0	-12	6	4	-5	0
CC1=C(C(=O)NC(C)c2ccc3c(c2)OCCO3)C2(CCC(C)CC2)OC1=O (stereo unspecified)
    0	-3	-2	2	0	0	-9	2	-11	0
CCOC(=O)c1ccccc1NC(=O)COC(=O)CC1CCCCC1
    -6	1	-3	1	-6	3	-6	-3	-3	-7
OCCn1c(C(F)(F)F)nc2ccccc21
    1	7	-4	0	2	-3	-5	-1	-3	-13
CCn1cc(S(=O)(=O)c2ccc(C)cc2)c(=O)c2cc(OC)ccc21
    -3	-4	-1	3	-5	1	-1	5	7	4
CCCCNC(=O)CC1SC(=NCC)N(CC)C1=O (stereo unspecified)
    -4	1	1	0	-4	7	6	4	11	8

Two compounds from above, limited to GC-B act, LEDGF integ inh and TDP2 inh.
SMILES	GC-B act	LEDGF integ inh	TDP2 inh
CCCCCCN1N=C(C)C(C(=O)c2ccc(Cl)cc2)C1=O (stereo unspecified)	-4	5	-2
CCCOc1ccc(OCCOCCNCc2ccccc2)cc1	5	2	0

Remaining list, next part:
The line under a structure holds: rCAG binder	TCR CD3 inh	LEDGF integ inh	MBD2 DNA inh	GC-B act	mABHD4 FP	HTRA1 inh	PRMT1 inh	TDP2 inh	SIAE primary
CCOC(=O)c1ccc(N2CN=C3SCC(=O)N3C2)cc1
    6	3	-4	-4	-4	2	8	1	-3	3
O=C(NCc1ccccc1)C1=C[C@H](c2ccccc2)C[C@H](OCc2ccc(CO)cc2)O1
    2	5	-2	-2	-5	-15	-44	1	-17	-4
Cc1ccc(Oc2ccccc2/C=C/C(=O)O)cc1
    4	-3	-1	-3	1	0	-11	1	0	-1
COc1cc(OC)c(C(=O)NNC(=O)c2ccc(NS(=O)(=O)c3cccs3)cc2)cc1OC
    9	1	0	-3	6	1	2	-3	0	-4
Cc1ccc(N=Cc2c(O)n(-c3cc(Cl)ccc3N3CCOCC3)c(=O)c3ccccc23)cc1C
    6	4	-4	-1	5	1	-12	2	-9	-3
N#Cc1ccc(OCC(=O)NCCc2ccccn2)cc1
    -4	-1	-2	-1	0	-1	9	-2	10	-4
N#CC(=C1Nc2ccccc2N1)S(=O)(=O)c1ccccc1
    2	5	-1	-6	1	4	0	-5	2	0
Cc1cc(OCc2nc(-c3cccnc3)no2)c(C)cc1Br
    -2	3	0	-2	-5	3	3	1	4	4
CCC(=O)N1CCc2cc(S(=O)(=O)CCC(=O)NC(C)CC)ccc21 (stereo unspecified)
    -2	8	1	3	5	-1	3	-4	5	-2
COc1ccccc1CNc1nc2cc(-c3sccc3C)sc2c(=O)n1C
    8	1	-1	7	-7	-14	/	4	7	-22
CCCCCOC(=O)Cc1c(O)c2ccccc2[nH]c1=O
    -1	-7	3	6	1	1	5	1	-8	8
COc1ccc(/C=N/NC(=O)c2nn(C)cc2Br)cc1CSCc1ccco1
    5	-2	-5	-1	-4	-30	-12	12	-10	-8
COc1cc(/C=N/NC(=O)c2sc(N)c(C#N)c2C)cc(Br)c1O
    7	6	-3	-6	6	20	2	3	1	0
COc1ccc(NC(=O)CN(c2ccccc2C)S(C)(=O)=O)c(OC)c1
    3	4	-3	-1	3	1	-2	1	6	0
CCNc1nc(CSc2ccccc2)nc2sc(C)c(C)c12
    0	9	2	-5	4	-4	-31	-1	4	2
O=C(Nc1ccncc1)c1cc(F)cc(F)c1
    0	-7	1	2	10	1	14	-1	3	5
Cc1cc(Cl)ccc1NC(=S)NCc1cccs1
    0	-6	-2	-4	-4	6	-9	1	-4	2
FC(F)(F)c1cc(-c2ccco2)nc(-n2nnc3ccccc32)n1
    5	7	11	0	1	-12	-2	-2	-22	-8
O=C1CCC/C1=C\Nc1ccc(Cl)c([N+](=O)[O-])c1
    -1	-3	2	-2	0	7	3	2	4	1
CCOC(=O)c1c(NC(=O)C2CCCO2)sc(C(=O)OC(C)(C)C)c1C (stereo unspecified)
    5	-3	2	-5	-6	-6	2	8	-20	-2
CCCn1c2ccccc2c2cnn(CC(=O)NCCCN3CCN(c4ccccc4)CC3)c(=O)c21
    -7	1	-3	0	-4	0	-1	1	5	-2

The list is partial; count on the stated rates, not on these rows.
